Assay outcomes: PubChem BioAssay, several laboratories
sdo1 growth: compounds rescuing growth of sdo1-depleted yeast, bone marrow failure model. S. cerevisiae sdo1-depleted JHY4D growth rescue, OD600 30 h; hits give high values; pdr5 snq2 efflux-pump mutant strain. z-score at 10 µM. 0.21% of 140,000 active;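 active = z-score above 3 at both the 24 hr and the 30 hr optical density reads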;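 also: z-score against mean and SD of all compound wells on the same plate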
INS promoter inh: TRM-6 insulin promoter activity inhibition; inhibition, % at 2 µM; TRM-6 cells (human fetal islet line), insulin promoter-eGFP reporter, imaging; reporter expression induced with tamoxifen; 0.9% of 130,000 active;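 active = inhibition above the mean plus 3 SD, with well images judged a real hit on visual review, cut at about 60% in these data, passing the limit was not always enough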
sdo1 growth Rescue 24 h: further read-out of sdo1 growth, marked with its call; z-score; S. cerevisiae sdo1-depleted JHY4D growth rescue, OD600; measured here: growth rescue at 24 h;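 0 is the plate mean of compound wells and units are plate SD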
The depositor's hits bear a star; nt = not tested or not shown.

SMILES	sdo1 growth	sdo1 growth Rescue 24 h	INS promoter inh
CCOc1ccc2[nH]c(=O)c(C(c3nnnn3C3CCCCC3)N3CCN(CC)CC3)cc2c1 (configuration not stated)	1.1	1.4	nt
COC(=O)c1cc2c(ccn2-c2ccc(F)cc2)n1CC(C)C	-0.39	-0.43	14
CCCc1cc(=O)[nH]c(SCC(=O)c2cc(C)n(CCOC)c2C)n1	0.36	-0.07	nt
COc1cc(/C=C/c2noc(-c3ccccc3O)n2)cc(OC)c1OC	-0.7	-0.04	38
Cc1ccc(SCCNC(=O)c2ccccc2C)cc1	-0.4	0.02	29
O=c1c(Br)c(NCc2ccccc2)cnn1-c1ccc(F)cc1	nt	nt	40
CCOC(=O)c1sc(C)c2c(=O)n(Cc3ccc(Cl)cc3)cnc12	nt	nt	-65
CS(=O)(=O)N1CCN(C(=O)c2cc(-c3ccncc3)nc3ccc(Cl)cc23)CC1	0.51	1.3	11
O=C1CCSc2ccc(Cl)cc2N1Cc1cccc(Cl)c1	-1.6	-0.82	-7
O=C(NCCc1ccc(Cl)cc1)C1CCC(=O)N1Cc1ccc(F)cc1 (configuration not stated)	0.61	0.59	nt
O=C(CSc1nc2ccccc2n1CC(=O)N1CCCC1)NCc1ccc2c(c1)OCO2	-0.04	-1.3	nt
COc1cccc(C(c2c(NC(=O)c3ccccc3)sc(C)c2C)N2CCN(C)CC2)c1 (configuration not stated)	-1	-0.98	nt
O=C1c2ccccc2C(Nc2cccnc2)N1Cc1ccccc1Cl (configuration not stated)	-1.6	-1.8	-129
COc1ccc(CCC(N)=O)cc1OC	-0.9	-0.69	31
c1cc(-c2nn[nH]n2)ccc1CN1CCCCC1	0.25	-0.81	45
N#Cc1cc2c(nc1SCc1ccccc1)CCC2	-0.05	1	-388
CC(=O)OC(CC(=O)O)C[N+](C)(C)C (configuration not stated)	-0.52	-0.79	50
Cc1nn(-c2ccccc2)c(Cl)c1C(=O)Nc1nnc(C2CCCCC2)s1	-0.3	-0.41	35
COc1ccc(C(=O)NC(=S)Nc2ccc([N+](=O)[O-])cc2C)cc1OC	0.15	2.3	-9
COc1cccc(C(=O)OCn2nnc3ccccc3c2=O)c1	-0.38	-0.74	44
O=C(CSc1ncccn1)NCc1ccccc1Cl	-0.21	-0.61	nt
CS(=O)(=O)N1CCN(c2ccccc2NC(=O)c2ccc(Br)o2)CC1	-1	-0.68	57
CC1c2nc3ccccc3n2C(CC(=O)NCCCN2CCOCC2)C(=O)N1Cc1ccccc1 (configuration not stated)	nt	nt	-149
CC1CCN(C(=S)NC(=O)C2CCCCC2)CC1	1.3	1	-3
N#CC(C#N)=Cc1ccc(-c2ccc(S(=O)(=O)N=C(N)N)cc2)o1	2.3	2.8	37
COC(=O)/C(=C\c1ccc2c(c1)c1ccccc1n2C)NC(=O)c1ccccc1	-0.57	-0.26	3
Cc1ccc(C(=O)OCC(=O)Nc2sc3c(c2C#N)CCC3)cc1	1.8	2.5	-55
O=C(O)C1CCC(CNCc2cccnc2)CC1 (configuration not stated)	nt	nt	-14
O=C(Cc1ccc(S(=O)(=O)N2CCCC2)s1)NC1CCCCCC1	0.82	0.9	-45
Cc1cc(C)n(-c2nc(SCCN(C)C)c3c4c(sc3n2)CCCC4)n1	-1.7	-0.02	-41
COC(=O)NNC(=O)c1ccc(C)c(Br)c1	0.06	-0.52	12
C/C(=N\NC(=O)c1ccc([N+](=O)[O-])cc1)c1cc2ccccc2oc1=O	0.34	-0.57	nt
COc1ccc2c(c1)CCc1c(C(=O)N3CC4(C)CC3CC(C)(C)C4)noc1-2 (configuration not stated)	-0.95	-0.14	-70
CCOC(=O)/C(C#N)=C/c1cc(C)n(-c2ccc(C)cc2)c1C	-0.76	0.2	36
O=C(NCCNc1cc(Cl)ccc1[N+](=O)[O-])c1ccco1	-0.19	-0.87	nt
COc1ccc(C(c2nnnn2C2CCCC2)N2CCN(c3ccccc3)CC2)cc1 (configuration not stated)	-1.3	0.24	-56

Only INS promoter inh, for 2 of the compounds above:
molecule | INS promoter inh
Cc1cc(C)n(-c2nc(SCCN(C)C)c3c4c(sc3n2)CCCC4)n1 | -41
COC(=O)NNC(=O)c1ccc(C)c(Br)c1 | 12

Three entries already listed, ordered by the number in sdo1 growth, rising.
SMILES	sdo1 growth	sdo1 growth Rescue 24 h	INS promoter inh
Cc1cc(C)n(-c2nc(SCCN(C)C)c3c4c(sc3n2)CCCC4)n1	-1.7	-0.02	-41
COc1ccc2c(c1)CCc1c(C(=O)N3CC4(C)CC3CC(C)(C)C4)noc1-2 (configuration not stated)	-0.95	-0.14	-70
COC(=O)NNC(=O)c1ccc(C)c(Br)c1	0.06	-0.52	12

Continued.
SMILES	sdo1 growth	sdo1 growth Rescue 24 h	INS promoter inh
O=C(OCCN1C(=O)c2ccccc2C1=O)c1cc(S(=O)(=O)N2CCOCC2)ccc1Cl	-1.2	-0.11	-7
O=C(CCCn1c(=S)[nH]c2ccccc2c1=O)NC1CCCCC1	0.59	0.64	6
COC(=O)CC1C(=O)NCCN1C(=O)NC1CCCCC1 (configuration not stated)	0.43	0.25	15
NC1=NC(=O)CC(C(=O)NCCc2ccccc2)S1 (configuration not stated)	-0.2	-0.55	19
CCC(C)c1ccc(NC(=S)Nc2ccc(OC)cc2)cc1 (configuration not stated)	-1.2	-1.2	nt
O=C(CSc1ccc(Cl)cc1)Nc1ccccc1N1CCN(C(=O)c2ccccc2)CC1	-0.46	-0.89	-9
Cc1cc(C)c(C(=O)CC2(O)C(=O)Nc3ccccc32)cc1C (configuration not stated)	0.94	1.5	-32
Cc1ccc(-n2c(SCC(N)=O)nnc2-c2ccc(S(=O)(=O)N3CCCCC3)cc2)c(C)c1	-0.09	-0.16	-46
CCCc1cc2c(cc1NS(=O)(=O)c1ccc(CCNC(C)=O)cc1)OCO2	0.35	0.37	nt
Cc1cc(O)c2c(-c3ccccc3)cc(=O)oc2c1	-1.6	-1.7	66
COc1cccc(OCC(=O)NNC(=O)CCc2ccccc2)c1	nt	nt	54
CC1CCCCN1C(=O)CSc1nc2ccsc2c(=O)n1Cc1ccccn1 (configuration not stated)	-0.53	-1.4	-36
Nc1nn(-c2ccccc2)c(N)c1N=Nc1ccccc1F	-0.12	-0.29	-7
O=C(Nc1ccc(Br)c2cccnc12)c1ccc(Cn2cc([N+](=O)[O-])cn2)o1	-2	-1.5	nt
O=C(/C=C\c1ccc2c(c1)OCO2)Nc1c2c(nn1-c1ccc(Cl)cc1)CSC2	-0.15	0.48	7
Cc1nc(SCC(=O)NC(=O)NCCC(C)C)c2c(-c3cccs3)csc2n1	-0.76	-0.45	nt
O=C(c1ccncc1)N(c1ccc2oc3c(c2c1)CCCC3)S(=O)(=O)c1cccc([N+](=O)[O-])c1	-0.24	0.1	nt
O=C(O)CCCN1C(=O)C2C3CCC(O3)C2C1=O (configuration not stated)	1.4	1.8	-10
O=C(CN1CCSCC1)N/N=C/c1ccc(F)c(F)c1	-0.1	-0.47	-32
O=C(OCC(=O)c1c[nH]c2ccccc12)c1cccc(S(=O)(=O)N2CCCCCC2)c1	0.17	-0.01	-59
COc1ccccc1CNC(=O)CCS(=O)(=O)c1cccs1	0.88	0.81	nt
Cc1cc(N2CCC(C)CC2)nc(SCC(=O)c2ccccc2)n1	-1.4	-0.92	38
O=C(CC(=O)NN=C1CCCC1)NCCc1ccccc1	1.1	0.31	nt
O=C(NC(=S)Nc1ccc2oc(-c3cccnc3)nc2c1)c1cccc(Cl)c1	-0.22	0.35	-14
Cc1ccc(OCC(=O)N2CCN(c3nnc(-c4ccc(C)cc4)c4ccccc34)CC2)cc1	-2.6	-1.7	-22
COc1ccc(NC(=O)CSc2nnc(-c3ccccc3F)n2C2CC2)cc1S(N)(=O)=O	nt	nt	17
O=C(Cc1ccccc1)Nc1cc(C(=O)c2ccccc2)ccc1N1CCOCC1	-0.99	-0.52	0
CCN(CC)CCSc1nc(O)c(-c2ccccc2)c(=O)n1-c1ccccc1	nt	nt	32
O=C(C1CCN(S(=O)(=O)c2ccccc2)CC1)N1CCOCC1	0.31	-0.37	18
CCOC(=O)N1CCN(C(=O)CN(c2ccc(OC)c(OC)c2)S(C)(=O)=O)CC1	1.1	1.4	26
COc1cccc(N(C(=O)CS(=O)CC(=O)Nc2ccc(F)cc2)C(C(=O)NC2CCCCC2)c2cccs2)c1 (configuration not stated)	0.05	0.61	-38
CCOC(=O)N1CCN(C(=O)c2ccc3c(c2)ncn3C2CCCC2)CC1	0.14	-0.57	nt
O=C(COc1ccccc1[N+](=O)[O-])N/N=C/c1ccc(OC(=O)c2ccco2)cc1	-0.29	0.85	39
CC(C)(C)c1ccc(C(=O)CSc2nc3ccccc3c(=O)[nH]2)cc1	-0.62	-0.01	-7
O=C(Nc1cccc(Cl)c1)OCc1ccccn1	-0.94	-1.3	nt
O=C(NCc1cccnc1)c1cccn2c(=O)c3sccc3nc12	0.07	-0.3	nt
O=C(NC1CCCCC1)N1CCc2ccccc2C1	nt	nt	-64
Cc1cc(C(=O)NC(=S)Nc2ccccc2N2CCOCC2)ccc1[N+](=O)[O-]	-0.39	-0.29	-3
Cc1c(NC(=O)OCCNC(=O)COc2ccc(Cl)cc2Cl)sc(=S)n1C	1	1.2	-22
COC(=O)COc1ccc(S(=O)(=O)N2CCN(c3ccccc3F)CC2)cc1C	-0.32	-0.39	11
Cc1ccc(O)c(C=Nc2ccc3[nH]ncc3c2)c1	0.85	0.91	-17
Nc1nc(SCC(=O)Nc2ccc(Oc3ccccc3)cc2)n[nH]1	0.74	-0.14	33
O=C(Nc1nccs1)c1cc(S(=O)(=O)N2CCOCC2)ccc1Cl	1	0.77	nt
CCC(C)(C)n1nnnc1C(c1ccc(OC)c(OC)c1)N1CCN(c2ccccc2)CC1 (configuration not stated)	-0.14	-0.17	-50
CC1(c2ccccc2)CC(C)(C)N(C(=O)C2CCCO2)c2ccccc21 (configuration not stated)	-1.2	-0.62	-13
C/C(N)=C(/C#N)C(=O)COC(=O)c1cc(-c2ccc(Br)cc2)nc2ccccc12	-1.3	-0.98	nt
CCOc1ccccc1NC(=O)c1cc(SC)ccc1Cl	nt	nt	14
CCC(=O)Nc1cc(C(=O)O)ccc1S(=O)(=O)c1ccc(C)cc1	1	0.33	33
FC(F)Oc1ccc(NC(=S)NN2CCOCC2)cc1	0.65	1.1	17
CC(C)Oc1ccc(NC(N)=O)cc1	1.1	1.3	-39
CC(=O)c1ccc(S(=O)(=O)Nc2ccc(C(=O)NCC(c3ccccc3)N(C)C)cc2)cc1 (configuration not stated)	nt	nt	22
O=S1(=O)N=C(Nc2ccc(O)c(CN3CCCCC3)c2)c2ccccc21	0.43	0.49	15
O=C(Nc1ccccc1O)c1nc(Cl)ccc1Cl	nt	nt	36
O=C(Nc1nnc(C2CC2)s1)c1ccco1	nt	nt	18
Cc1sc2ncn3c(C)nnc3c2c1C	1.4	-0.48	nt
Cc1cccc(-n2cnc(C(=O)O)c2)n1	nt	nt	23
Nn1c(SC/C=C/c2ccccc2)nnc1-c1cccnc1	-0.12	0.19	-12
Cc1ccc(-c2cc(C(F)F)nc(NCc3cccnc3)n2)cc1	-1.8	-0.98	29
COc1ccccc1NC(=O)CN1C(=O)CCS(=O)(=O)c2ccccc21	1.3	1.7	19
O=C(Nc1ccc2c(c1)OCO2)c1cc(C2CC2)on1	0.42	0.43	nt

Laid out differently: entries from further up.
FC(F)Oc1ccc(NC(=S)NN2CCOCC2)cc1
- sdo1 growth: 0.65
- sdo1 growth Rescue 24 h: 1.1
- INS promoter inh: 17
CC(C)Oc1ccc(NC(N)=O)cc1
- sdo1 growth: 1.1
- sdo1 growth Rescue 24 h: 1.3
- INS promoter inh: -39
CC(=O)c1ccc(S(=O)(=O)Nc2ccc(C(=O)NCC(c3ccccc3)N(C)C)cc2)cc1 (configuration not stated)
- sdo1 growth: nt
- sdo1 growth Rescue 24 h: nt
- INS promoter inh: 22

Next part.
SMILES	sdo1 growth	sdo1 growth Rescue 24 h	INS promoter inh
O=C(C1CCCO1)N1CCC(O)(c2ccccc2)CC1 (configuration not stated)	-0.84	-1.7	nt
N#Cc1ccc(-n2c(-c3ccccc3)nnc2-c2ccccc2)cc1C#N	-1.1	-0.91	-105
CC1=CC(c2ccccc2)n2nc(N3C(=O)C4CC=CCC4C3=O)nc2N1 (configuration not stated)	0.22	-0.39	14
O=C(O)c1cccc(CSc2nc(-c3ccccc3)cc(C(F)(F)F)n2)c1	-0.35	0.02	29
Nc1cc(Cl)ccc1Oc1ccccc1	1.2	2.2	45
CCc1nc2c(c(=O)c3ccccc3n2C)c(=O)n1-c1ccc(F)cc1	1.1	0.94	nt
c1ccc(CSc2ncccn2)cc1	0.47	0.28	-13
COc1ccc(Cl)cc1NC(=O)Cn1cccc1	-1.4	-1.4	nt
N#CCC(=O)N/N=C/c1cc([N+](=O)[O-])ccc1N1CCCC1	nt	nt	-57
CCCOc1ccc(CSC2=NCCN2)cc1[N+](=O)[O-]	0.51	0.21	nt
COc1ccc(CNC(=O)C/C(C)=N/NC(=O)c2ccc([N+](=O)[O-])cc2Cl)cc1	nt	nt	-7
S=c1[nH]nc(-c2ccco2)n1C1CCCCC1	0.4	0.71	nt

Complete entries from above. Order of values: sdo1 growth	sdo1 growth Rescue 24 h	INS promoter inh
CCc1nc2c(c(=O)c3ccccc3n2C)c(=O)n1-c1ccc(F)cc1 as listed: 1.1	0.94	nt
CC1=CC(c2ccccc2)n2nc(N3C(=O)C4CC=CCC4C3=O)nc2N1 (configuration not stated) as listed: 0.22	-0.39	14

Further structures
SMILES	sdo1 growth	sdo1 growth Rescue 24 h	INS promoter inh
CCOC(=O)c1ccc2c(c1)nc(SCc1cn3ccsc3n1)n2CC	-0.83	-0.53	-76
CCc1nc(SCc2nnc(-c3ccc(C)cc3)o2)c2c(C)c(C)sc2n1	nt	nt	-322
Cc1cc(NC(=O)c2ccc3c(c2)C(=O)N(C2CCCCC2)C3=O)no1	0.77	2	-7
COCCCNCCCCOc1cccc(Br)c1	-0.27	0.48	35
